Apaf-1 inh – inhibitors of human Apaf-1 apoptosome, primary screen, biochemical, DEVD-Rh110 fluorescence, uHTS. Apoptotic protease-activating factor 1 (Homo sapiens), O14727. reconstituted apoptosome caspase-3 activity. inhibition, % at 20 µM. 330,000 tested, 0.71% active. AID 489030, 2010; active means inhibition of at least 40% at 20 µM;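 further: plate controls were DMSO wells for no effect and DEVD-CHO caspase inhibitor wells for full effect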
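Material: biochemical Apaf-1 apoptosome reconstitution. Medium: Hepes buffer, pH 7.5. Also added: cytochrome c activation, bis-DEVD rhodamine 110 substrate. Timing: 30 min compound preincubation, 50 min activation, room temperature. Measured by: rhodamine 110 fluorescence at Ex 480/Em 540 nm.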
A3G deaminase – APOBEC3G DNA deaminase inhibitors, primary screen, biochemical, fluorescence, single-stranded DNA substrate, uHTS; DNA dC->dU-editing enzyme APOBEC-3G (Homo sapiens), Q9HC16; recombinant A3G, ssDNA deamination FAM/TAMRA fluorescence; inhibition, % at 20 µM; 330,000 tested, 0.28% active; AID 493012, 2011;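 active means inhibition of at least 40% at 20 µM, with no more than 30% in the related APOBEC3A deaminase screen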;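 further: plate controls were DMSO wells with A3G for no effect and wells lacking A3G enzyme for full effect; some compounds called inactive have numbers as strong as hits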
SENP1 FRET inh – human SENP1 catalytic domain inhibitors, primary screen, biochemical, FRET, uHTS. Sentrin-specific protease 1 (Homo sapiens), Q9P0U3. recombinant SENP1 catalytic domain, CyPet-SUMO1-YPet FRET cleavage. inhibition, % at 10 µM. 360,000 tested, 0.21% active;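 active means inhibition at least 30% at 10 µM, raw YFP signal under a set limit, fluorescence ratio 0.5 to 1.5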;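 further: 0% = enzyme with DMSO and 100% = no enzyme wells; some results filed as inactive read as strong as hits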
Target sequence (Q9P0U3 419-644 limits assumed): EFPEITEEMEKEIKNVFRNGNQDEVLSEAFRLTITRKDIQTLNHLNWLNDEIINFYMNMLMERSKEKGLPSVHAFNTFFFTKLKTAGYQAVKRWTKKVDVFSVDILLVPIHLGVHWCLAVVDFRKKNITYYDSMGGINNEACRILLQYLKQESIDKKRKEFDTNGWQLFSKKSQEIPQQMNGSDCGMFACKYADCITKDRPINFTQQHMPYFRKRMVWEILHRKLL
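Compound: 10 µM single point, 0.5% DMSO; Test system: hSENP1 catalytic domain, recombinant; Timing: 50 min reaction at room temperature; Technique: FRET, CFP and YFP emission; Control set: no-enzyme wells low, DMSO-plus-enzyme wells high control.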
UBC13 inh – UBC13 polyubiquitin chain formation inhibitors, primary screen, biochemical, TR-FRET, uHTS. inhibition, % at 20 µM. AID 485273, 2010. 330,000 tested, 0.47% active. Ubiquitin-conjugating enzyme E2 N (Homo sapiens), P61088; in the data active means inhibition above about 45%, passing the limit was not always enough
Target sequence (P61088 whole entry, looked up): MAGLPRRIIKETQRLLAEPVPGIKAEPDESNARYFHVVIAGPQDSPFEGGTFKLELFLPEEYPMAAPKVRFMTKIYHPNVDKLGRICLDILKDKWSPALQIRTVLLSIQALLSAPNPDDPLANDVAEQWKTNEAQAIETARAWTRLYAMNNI
SENP8 block-1 – human SENP8 protease inhibitors, primary screen, biochemical, fluorescence, Nedd8 protein substrate, uHTS | Sentrin-specific protease 8 (Homo sapiens), Q96LD8 | recombinant SENP8 | inhibition, % at 20 µM | 360,000 tested, 0.64% active | AID 602440, 2012; in the data active means inhibition mostly above about 40%, no sharp cut-off; inactive means mostly below about 27%
Target sequence (Q96LD8 whole entry, looked up): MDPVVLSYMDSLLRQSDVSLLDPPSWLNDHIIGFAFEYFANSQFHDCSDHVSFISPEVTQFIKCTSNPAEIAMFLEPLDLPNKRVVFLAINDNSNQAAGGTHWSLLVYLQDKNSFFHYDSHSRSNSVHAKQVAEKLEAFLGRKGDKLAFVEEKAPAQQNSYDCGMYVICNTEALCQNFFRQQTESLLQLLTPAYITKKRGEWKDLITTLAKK
SENP8 block-2 – SENP8 protease inhibitors, primary screen, biochemical, luminescence | inhibition, % at 10 µM | AID 2540, 2010 | 330,000 tested, 1.2% active | purified SENP8, Z-RLRGG-aminoluciferin cleavage; in the data active means inhibition above about 50%
SENP6 inh – SENP6 protease inhibitors, primary screen, biochemical, luminescence, uHTS. 330,000 tested, 1.8% active. Recombinant SENP6 catalytic domain, aminoluciferin luminescence. Sentrin-specific protease 6 (Homo sapiens), Q9GZR1. inhibition, % at 10 µM;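 active means inhibition above about 50% at the single tested dose, limit read from the data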;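 further: plate controls were DMSO wells with enzyme for no effect and DMSO wells lacking enzyme for full effect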
SENP7 inh – SENP7 protease inhibitors, primary screen, biochemical, luminescence, uHTS; Sentrin-specific protease 7 (Homo sapiens), Q9BQF6; recombinant SENP7, Z-RLRGG-aminoluciferin luminescence, 40 min; inhibition, % at 5 µM; 330,000 tested, 1.5% active; AID 434973, 2010;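 active means inhibition above about 50% at the single test dose, limit read from the data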;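 further: plate controls were DMSO with enzyme for no effect and no enzyme buffer wells for full effect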
Target sequence (Q9BQF6 706-1050 limits assumed): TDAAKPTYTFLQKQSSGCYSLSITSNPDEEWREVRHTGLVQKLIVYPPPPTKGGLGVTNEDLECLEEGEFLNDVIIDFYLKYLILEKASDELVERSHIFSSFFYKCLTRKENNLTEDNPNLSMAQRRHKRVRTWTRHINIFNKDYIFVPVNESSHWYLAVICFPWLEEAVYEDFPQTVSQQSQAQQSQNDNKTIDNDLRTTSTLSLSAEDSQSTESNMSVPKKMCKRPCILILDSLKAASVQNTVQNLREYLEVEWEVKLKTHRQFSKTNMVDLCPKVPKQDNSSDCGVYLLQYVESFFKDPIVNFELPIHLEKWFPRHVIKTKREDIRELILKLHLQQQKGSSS
An asterisk follows results filed as active; i = inactive; . = no result given.

SMILES	Apaf-1 inh	A3G deaminase	SENP1 FRET inh	UBC13 inh	SENP8 block-1	SENP8 block-2	SENP6 inh	SENP7 inh
CCN(CC(=O)Nc1ccccc1C(=O)OC)S(=O)(=O)c1ccc(OC)cc1	11	-5	1	6	6	-3	12	1
CCCCc1nc(Cl)c(CO)n1Cc1ccc(-c2ccccc2-c2nn[nH]n2)cc1	-3	-4	1	-5	8	5	4	0
Cc1cccc(-n2nc([N+](=O)[O-])c(=NCc3cccnc3)n2O)c1	-16	-2	2	-13	23	0	-2	4
CCC(C)C(=O)Nc1nccs1 (stereo unspecified)	-1	-3	4	3	8	-2	-7	-6
COc1ncnc(OC)c1S(=O)(=O)Nc1ccc(C(F)(F)F)cc1	-2	-7	1	7	14	-11	-2	3
Cc1ccccc1/C=N/N1C(=O)CSC1=S	4	-8	1	-4	16	-2	-5	11
O=C(O)C(CCCCN1C(=O)c2ccccc2C1=O)N1C(=O)c2ccccc2C1=O (stereo unspecified)	7	-2	0	-9	13	-4	3	-3
CC(=O)Nc1cccc(-c2nnc(SCC(=O)n3c4c(c5ccccc53)CCCC4)n2C)c1	28	-3	1	12	7	6	8	2
O=C(COC(=O)c1cccs1)Nc1cccc(S(=O)(=O)NC2=NCCCCC2)c1	-10	-4	0	4	12	-3	-6	5
COCCNC(=O)c1cccc(NS(=O)(=O)c2cccc3cccnc23)c1	-10	-4	-2	20	4	-3	-3	-6
CC(C)n1cnc2c(N(C)c3cccc(Cl)c3)nc(N(CCO)CCO)nc21	-6	-13	2	10	-77	4	-2	2
c1ccc2c(c1)ncn2CCn1cnc2ccccc21	8	0	2	-8	-7	0	4	-3
COc1ccc(-c2noc(CCC(=O)O)n2)cc1	-10	-3	4	10	12	16	17	-2
COc1ccc(/C=N/n2cnnc2SCCO)cc1OC	1	-4	0	-8	-31	5	-22	1
Cc1[nH]nc(SCC(=O)N2CCOCC2)c1[N+](=O)[O-]	-6	-1	1	-10	25	6	5	7
Cc1cc(C(=O)CCC(=O)N2CCN(c3ccccc3F)CC2)c(C)s1	15	-6	2	-1	-3	-9	9	-4
COc1cccc(OCCCCCN2CCOCC2)c1	-23	-6	2	7	9	4	-11	4
CCc1cn([C@H]2C[C@H](O)[C@@H](CO)O2)c(=O)[nH]c1=O	-11	-6	-1	5	7	-1	-3	1
CCOc1cc(C(=O)OCC(=O)c2c[nH]c3ccccc23)ccc1OCC(=O)N1CCOCC1	13	-6	-1	-2	7	-3	-10	-7
CCn1cc(C(=O)N[C@H](C(=O)NCCCO)C(C)C)c(=O)c2cc3c(cc21)OCO3	3	-5	0	3	-56	-6	-19	1
Clc1cccc(N/N=C/c2ccc(N3CCOCC3)cc2)c1	-7	-6	-13	-15	-164	-17	-34	-8
CC1CCCC(C)N1C(=O)CN1c2cccc3cccc(c23)S1(=O)=O (stereo unspecified)	8	-6	4	-2	i	-12	-4	-9
Cc1nc2ccccc2c(=O)n1/N=C/c1c(O)ccc2oc3c(c12)CCCC3	12	-4	29	0	11	1	-18	1
c1ccc(-n2ncc3c2ncn2nc(CSc4nc5ccccc5s4)nc32)cc1	3	-2	-10	-3	-150	-7	-6	-7
Clc1ccc2[nH]c3c(NCCCN4CCOCC4)ncnc3c2c1	13	-7	-12	17	i	-9	-18	-3

(listing goes on)
SMILES	Apaf-1 inh	A3G deaminase	SENP1 FRET inh	UBC13 inh	SENP8 block-1	SENP8 block-2	SENP6 inh	SENP7 inh
O=C(CSc1nccc(=O)[nH]1)Nc1cccc(S(=O)(=O)N2CCOCC2)c1	0	-4	0	14	-38	4	16	1
CCOC(=O)CCNC(=O)Nc1ccc2nc(C)n(Cc3cccc(Cl)c3)c(=O)c2c1	3	-3	1	6	-39	2	4	2
COc1ccc(C(=O)NNC2=NCCCCC2)cc1	4	-9	1	3	8	-4	3	4
c1cnc(N2CC[N+]3(CCCC3)CC2)nc1	-5	-2	-3	6	14	3	-7	-4
CC(C)(C)NC(=O)CN(C(=O)C1(C)CC(=O)N=C2C=CC=CN21)C1CCCC1 (stereo unspecified)	3	2	-1	14	-357	0	-2	6
O=C(Nc1ccccc1C(=O)NCCCn1ccnc1)c1ccccc1	-8	-2	2	-2	4	0	3	-11
COc1ccc(Nc2nc(N)c([N+](=O)[O-])c(NCc3ccccc3)n2)cc1	11	-5	1	1	20	12	2	-2
O=C(O)c1ccc(NC(=S)NC(=O)c2cccc(COc3ccccc3)c2)cc1	12	1	3	-26	0	13	24	-5
Cc1nc(C)c(C(=O)N/N=C/c2c[nH]c3ccccc23)s1	4	-4	-2	30	-50	-3	-7	-10
Cc1nc2nc[nH]n2c(=O)c1NS(=O)(=O)c1ccc(C(C)(C)C)cc1	3	-2	2	-1	15	-4	-4	6
CC(C(=O)N1CCc2ccccc21)N(C)CC(=O)Nc1ccccc1Cl (stereo unspecified)	8	-10	2	4	30	0	-8	-2
Cc1[nH]nc2c1C(c1ccc(F)cc1)C1=C(CC(C)(C)CC1=O)N2 (stereo unspecified)	1	-2	-4	-7	-333	-5	-2	-6
Cc1ccc2nc(N(CCCN(C)C)C(=O)c3ccc(S(=O)(=O)N4CCCCCC4)cc3)sc2c1	39	-10	0	45	13	7	-15	-4
Cn1cccc2[nH]c(=O)nc1-2	-15	11	1	7	-132	-1	-8	-4
CC(C)(C)CC(=O)NC(=S)NCCc1ccccc1	13	2	0	8	19	3	-9	3
CCOC(=O)c1c(NC(=O)COC(=O)Cc2c[nH]c3ccccc23)sc(C(=O)N(C)C)c1C	25	-13	1	-7	-6	-17	-11	-3
COCCCNCCOCCSc1ccc(Cl)cc1	-4	-1	3	10	15	3	14	5
COc1ccc(C(=O)OC(C)C(=O)NC2CCCc3ccccc32)cc1OC (stereo unspecified)	-2	-1	-1	2	10	-11	-4	-7
Cc1c(/C=N\NC(=O)c2csc3ccccc23)cnn1C	-1	-1	2	-4	-1	-11	-12	-2
COc1c(Br)cc2c(C)c(C(=O)N3CCOCC3)oc2c1Br	7	-6	.	7	.	-5	-8	0
CCOC(=O)CNc1nc(OCC#N)nc(N2CCOCC2)n1	1	2	0	2	18	0	-8	-2
CCCC(C)NC(=O)c1cc(Cl)ccc1OC (stereo unspecified)	0	-2	0	-2	9	6	-4	1
Cc1cc(O)c(C=O)c2c1C(=O)Oc1c(CO)c(O)c3c(c1O2)C(O)OC3=O (stereo unspecified)	-1	84	30*	-19	25	5	-156	-5
OCCN(CCO)CC(O)CN(c1ccccc1)c1ccccc1 (stereo unspecified)	-8	-10	-3	8	9	4	-11	4
NC(=O)C1CCCN(C(=O)CN2C(=O)NC(c3ccccc3)(c3ccccc3)C2=O)C1 (stereo unspecified)	-6	-6	3	0	-7	6	-6	1

(more compounds)
SMILES	Apaf-1 inh	A3G deaminase	SENP1 FRET inh	UBC13 inh	SENP8 block-1	SENP8 block-2	SENP6 inh	SENP7 inh
CCCNC(=O)c1ccccc1NC(=O)c1cccc(-n2cnnn2)c1	-3	-10	0	29	-7	5	-8	1
CCOc1ccc(NC(=O)c2oc3ccccc3c2NC(=O)CC)cc1	9	4	.	0	.	-2	4	0
O=C(Cn1c(=S)[nH]c2ccccc2c1=O)NCCc1ccccc1	-11	-7	-11	17	13	3	-2	1
O=C(Nc1nccs1)c1ccc(Br)c(S(=O)(=O)N2CCCC2)c1	9	-6	3	8	0	0	0	2
Cc1nn(-c2ccccc2)c(C)c1C(=O)NCc1ccc(F)cc1	-6	-2	2	-2	11	-2	-11	7
COc1ccc(CC(=O)NCc2n[nH]c(=S)n2-c2ccc(F)cc2)cc1	-8	14	3	-4	16	7	7	3
CC(=N\NC(=O)c1cc(Br)ccc1O)/C(=N/O)C(=O)Nc1ccccc1	4	2	3	-7	0	6	23	-2
CCOc1ccc2nc(C)cc(Nc3ccc(N4CCOCC4)cc3)c2c1	-9	-4	.	-1	.	-2	8	4
COc1ccc(OCC(=O)N2CCN(C(=O)c3ccc([N+](=O)[O-])cc3)CC2)cc1	-9	-7	-1	5	-1	10	-5	1
Cn1c(SCC(=O)Nc2ccc(C(=O)O)cc2)nc2scc(-c3ccccc3Cl)c2c1=O	0	-3	2	-8	23	0	-6	-8
O=C(Nc1nccs1)c1ccc(-c2cccc([N+](=O)[O-])c2)o1	6	-8	0	-12	5	2	-18	12
COc1ccc(C(=O)NC2CCN(CC(=O)N3CCCCC3)CC2)cc1	9	4	0	-1	7	-10	2	-8
CCCOc1ccc(Cc2c(O)nc(N)[nH]c2=O)cc1C	-1	-1	0	-2	16	3	-7	-2
CC(=O)NCCC(=O)N1CCCC(N(C)CCc2ccccc2)C1 (stereo unspecified)	-2	-8	-1	-4	11	2	-5	0
N/C(=N\OC(=O)CSc1ccccc1)c1ccccn1	4	-2	5	-5	0	-23	-9	-11
CCCCOc1ccc(NC2=NC3(CCCCC3)N=C(N)N2)cc1	6	-7	-2	22	16	-1	7	-5
CCOC(=O)C1CCN(C(=O)CCc2c(C)nc3cc(-c4ccccc4)nn3c2C)CC1	7	-4	3	7	-421	4	2	3
Cc1ccc(N2CC(C(N)=O)CC2=O)cc1C (stereo unspecified)	0	-1	3	-5	9	-8	-9	-4
CC[C@@]12C(=O)N(c3cccc(F)c3)C(=O)N1[C@H](c1ccc(OC)cc1)[C@@H]1C(=O)N(C(C)(C)C)C(=O)[C@@H]12	8	-10	-2	-1	9	-10	-4	6
O=C(Cn1ncc2c([nH]c3ccccc32)c1=O)N1CCN(c2ccccn2)CC1	14	15	3	-10	-22	0	-13	5
Cc1ccc(CNCc2cc(Cl)ccc2O)cc1	3	-7	3	23	15	5	-5	-8
C/C(=N\NC(=O)c1cc(C)oc1C)c1ccc2ccccc2c1	18	-1	-2	0	14	-27	-5	1
CC(=O)Nc1ccc(N2C(=O)C3C4C=CC(CC4)C3C2=O)cc1 (stereo unspecified)	-3	-7	-1	2	15	5	19	1
O=C(COC(=O)c1cc([N+](=O)[O-])ccc1N1CCOCC1)NC1CCS(=O)(=O)C1 (stereo unspecified)	-2	-6	5	-11	11	-3	-10	-4
C=CCn1c(C(C)NC(=O)C(C)(C)C)nc2ccccc21 (stereo unspecified)	-16	-3	3	0	7	6	-5	-1

From PubChem BioAssay
